# M1 PAM parental – M1 PAM counterscreen hit in parental CHO-K1 cells; AID 602247; activation, % at 3 µM; ATP EC20, Fluo-8 calcium fluorescence; 0% at ATP EC20, 100% at ATP max; hit rate 0.02% among 360,000;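 active = activation above the run cutoff, the mean activation of all test compounds plus 3 SD, cut at about 40% in these data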;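 also: peak over basal fluorescence ratio in a 140 s read after ATP addition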
# CHO parental Ca – counter-screen for OX1R antagonists: effect in parental CHO cells; parental CHO-K1, ATP-induced calcium, Fluo-8 fluorescence; inhibition, % at 5.6 µM; hit rate 0.63% among 330,000;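 active = inhibition above that plate's mean sample inhibition plus 3 SD, cut at about 26% in these data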;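 also: 0% = ATP-challenged DMSO wells and 100% = DMSO wells without ATP; some compounds past the cut are filed as inactive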
#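 test system = CHO parental line | reagent = ATP stimulus | measured by = intracellular calcium via Fluo-8 no-wash fluorescent dye | control set = ATP and no-ATP DMSO wells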
# CHO-K1 Ca antag – M1 antagonist counterscreen hit in parental CHO-K1 cells; hit rate 0.6% among 360,000; inhibition, % at 3 µM; ATP-induced calcium, Fluo-8 fluorescence;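 active = inhibition above a per-plate cutoff, the plate's mean sample inhibition plus 3 SD, cut at about 24% in these data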;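 also: 0% = DMSO plus EC80 ATP and 100% = DMSO alone without ATP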
# OXTR potentiate – human OXTR potentiation. CHO-OTR cells, Fluo-8 calcium fluorescence, potentiator mode; 0% = oxytocin EC15, 100% = EC100. activation, % at 3 µM. P30559. AID 2445. hit rate 0.061% among 320,000;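 active = activation above that plate's cutoff, the mean activation of tested compounds plus 3 SD, cut at about 6.6% in these data, passing the limit was not always enough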;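 also: 100% uses oxytocin at 75 nM as the full agonist control; some results filed as inactive read as strong as hits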
# Target sequence (P30559 whole entry, looked up): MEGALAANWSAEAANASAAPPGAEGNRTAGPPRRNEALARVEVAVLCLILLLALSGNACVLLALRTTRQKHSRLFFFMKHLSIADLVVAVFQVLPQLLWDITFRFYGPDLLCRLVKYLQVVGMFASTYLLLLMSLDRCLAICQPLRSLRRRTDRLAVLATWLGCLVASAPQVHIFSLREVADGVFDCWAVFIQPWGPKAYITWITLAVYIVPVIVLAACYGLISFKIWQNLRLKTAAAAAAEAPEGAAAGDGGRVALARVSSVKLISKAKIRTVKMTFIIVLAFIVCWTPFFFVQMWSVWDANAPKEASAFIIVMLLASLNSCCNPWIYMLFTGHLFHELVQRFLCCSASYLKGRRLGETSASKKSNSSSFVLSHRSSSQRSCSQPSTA
#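 Assay system: CHO cell line stably expressing human OTR. Reagent: EC15 oxytocin agonist. Dosing: single dose, 3.0 µM nominal final compound concentration. Timing: compound 6 min at room temperature before oxytocin, 100 s read. Signal: kinetic Fluo-8 calcium fluorescence. Controls: oxytocin EC15 low and EC100 high.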
# V1aR counter – counter-screen for oxytocin receptor agonists: human V1a receptor agonists; CHO-V1R cells, Fluo-8 calcium fluorescence, agonist mode; 0% DMSO, 100% 3 nM vasopressin; hit rate 0.25% among 320,000; AID 2797; activation, % at 3 µM;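 active = activation above the mean activation of all tested compounds plus 3 SD, per screening run, cut at about 20% in these data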;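 also: signal is peak over basal fluorescence ratio across a 100 second FLIPR read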
# M1 ag – human M1 muscarinic receptor agonism. P11229. hit rate 0.33% among 360,000. CHO-K1 hM1, Fluo-8 calcium fluorescence, agonist mode; 0% DMSO, 100% acetylcholine EC100. activation, % at 3 µM;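 active = activation above the run's mean compound activation plus 3 SD, cut at about 16% in these data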;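 also: peak over basal fluorescence ratio within a 140 s kinetic read after compound addition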
# Target sequence (P11229 whole entry, looked up): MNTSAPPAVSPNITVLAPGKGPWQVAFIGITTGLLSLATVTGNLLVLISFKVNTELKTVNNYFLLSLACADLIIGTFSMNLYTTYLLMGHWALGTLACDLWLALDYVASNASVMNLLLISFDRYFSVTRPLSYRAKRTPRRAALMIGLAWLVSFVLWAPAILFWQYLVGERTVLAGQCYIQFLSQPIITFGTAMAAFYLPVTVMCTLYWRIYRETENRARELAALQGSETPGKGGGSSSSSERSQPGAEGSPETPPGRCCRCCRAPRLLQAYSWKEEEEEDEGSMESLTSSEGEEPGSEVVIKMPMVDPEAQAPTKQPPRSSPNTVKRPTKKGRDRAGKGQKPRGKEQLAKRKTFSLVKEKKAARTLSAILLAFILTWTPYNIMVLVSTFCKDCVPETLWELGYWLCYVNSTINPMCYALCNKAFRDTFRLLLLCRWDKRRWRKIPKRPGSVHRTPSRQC
# TAAR1 ag – agonists of human TAAR1 | Q96RJ0 | hit rate 0.99% among 360,000 | AID 624467 | CHO RD-HGA16 TAAR1, Fluo-8 calcium fluorescence; vehicle wells 0%, saturating PEA agonist 100% | activation, % at 3 µM;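 active = activation above the mean activation of all test compounds in the run plus 3 SD, cut at about 38% in these data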
#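 Signal – calcium-sensitive Fluo-8 signal, excitation 470-495, emission 515-575 nm · System – RD-HGA16 (CHO) cells co-expressing Gα16 and hTAAR1 · Incubation – 17-24 h seeding, 75 min 37 °C dye, 30 min RT · Compound dosing – 3 µM single concentration · Repeats – no replicates (n 1)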
# TAAR1 antagonist – antagonists of human TAAR1. CHO RD-HGA16 TAAR1, Fluo-8 calcium fluorescence, antagonist. hit rate 1.5% among 360,000. inhibition, % at 3 µM. Q96RJ0;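 active = inhibition above a per-plate cutoff, the mean inhibition of test compounds on that plate plus 3 SD, cut at about 49% in these data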;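 also: 0% = DMSO plus EC80 beta-PEA response and 100% = DMSO alone without agonist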
#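 Test system: hTAAR1-expressing CHO RD-HGA16 cells, Gα16-coupled; Probe or stimulus: EC80 β-phenethylamine stimulus; Compound dosing: single nominal final test compound concentration of 3 µM; Timing: 140 s kinetic read after compound, 140 s after agonist; Signal: Fluo-8 calcium-sensitive fluorescence; Measure: % inhibition of agonist calcium response; Controls: DMSO and EC80 PEA controls.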
# CHO-K1 Ca ag – M1 agonist counterscreen hit in parental CHO-K1 cells. hit rate 0.48% among 360,000. activation, % at 3 µM. Fluo-8 calcium fluorescence; scaled to maximal ATP response, vehicle zero; in the data active = activation above about 15%;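 also: untransfected CHO-K1 host cells lacking M1 receptor as counterscreen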
# * marks the source's active call; other numbers are inactive results; . = not tested or not shown.
SMILES,M1 PAM parental,CHO parental Ca,CHO-K1 Ca antag,OXTR potentiate,V1aR counter,M1 ag,TAAR1 ag,TAAR1 antagonist,CHO-K1 Ca ag
Cc1cc(SCC(=O)NC(=O)NCc2ccco2)nc2ccccc12,16,-38,-13,-19,-1.9,-5,7,-13,-0.6
COc1ncccc1-c1cc2nc(NCCNC(C)=O)n(C)c(=O)c2s1,19,.,-12,.,.,-1,3,3,0.4
O=c1ccc(-c2ccc(S(=O)(=O)Nc3ccccc3)o2)n[nH]1,12,-2,-13,-5,0.6,-3,1,-18,0.7
O=C(O)c1ccc(NS(=O)(=O)c2cccc3cccnc23)cc1,17,-1,-8,-4,0.0,0,1,9,-0.3
CCc1ccccc1NC(=O)C1CCCN1C(=O)NCc1ccccc1 (configuration not stated),-3,0,-11,-5,-0.2,-2,10,-21,0.8
Cc1ccccc1C(=O)N1CCN(c2ccc(NC(=O)c3ccco3)cc2)CC1,-11,-8,2,-8,3.7,0,3,-1,3.0
CCOC(=O)N1CCN(S(=O)(=O)c2cc(Br)cc3c2N(C(C)=O)C(C)C3)CC1 (configuration not stated),13,-3,-12,-11,-0.4,-3,13,-1,0.8
CCc1nnc(NS(=O)(=O)c2ccc(NC(=O)c3cc(Cl)ccc3Cl)cc2)s1,16,-13,1,-7,-0.3,-3,4,3,0.3
CCc1cccc(NC(=O)CCS(=O)(=O)c2ccc(Br)cc2)c1,2,-21,-8,-14,1.3,-7,-2,-10,-0.4
COc1ccc(CCCC(=O)Nc2ccccc2F)cc1,3,-5,9,-2,-0.9,-3,3,-11,0.1
Cc1ccc(C(=O)N2CCN(c3ccccc3)CC2)cc1C,0,-16,-12,-1,-0.2,-6,5,0,1.0
CCOc1ccc(-c2nnc(SCc3nnc(-c4ccccc4)o3)n2-c2ccccc2F)cc1,19,-7,-1,-18,1.0,-4,7,25,4.0
COc1cccc(N2C(N)=NC(N)=NC2(C)C)c1,1,-9,0,-17,1.5,-5,3,-4,0.1
CCN(CC)CCCn1c(C)cc2c(c1=O)C(c1cc(OC)c(OC)cc1OC)C(C#N)=C(N)O2 (configuration not stated),18,1,-3,-4,0.2,-5,13,-10,1.5
CCNC(=O)Nc1cc(OC)c(OC)cc1C(=O)O,7,-1,-6,1,0.9,-2,1,3,0.1
COc1ccccc1C(=O)NCCC(=O)NC(C)CCc1ccccc1 (configuration not stated),20,-21,-2,-2,-0.3,-3,0,-6,-0.2
Cc1cc2oc(C(=O)Nc3ccc(S(=O)(=O)Nc4ncccn4)cc3)c(C)c2cc1Cl,-11,.,2,.,.,1,1,-19,0.2
Cn1cnnc1SC(C(=O)Nc1cccc(C(F)(F)F)c1)c1ccccc1 (configuration not stated),-6,-9,6,-11,4.5,-3,5,-2,0.7
COc1cccc(C(=O)N(Cc2ccccc2)Cc2cc3cc4c(cc3[nH]c2=O)OCCO4)c1,-11,-16,-7,-7,1.4,-3,20,28,1.0
CC(=O)c1cccc(NC(=O)CCS(=O)(=O)c2cc3c(cc2C)NC(=O)CO3)c1,-2,-19,-1,-3,0.8,-3,0,-21,-0.1
CN(CCCNC(=O)CCCOc1cc(=O)n(C)c2ccccc12)Cc1ccccc1,5,-12,-2,-5,0.6,-12,10,-5,0.1
CCN(CC)S(=O)(=O)c1ccc(N2CCCCC2)c(NC(=O)/C=C/c2ccc(OC)c(OC)c2)c1,12,6,2,-11,0.4,-7,-1,-16,0.6
O=C(NCCCC(=O)N1CCCCC1)c1ccc(Cl)cc1,4,.,-4,.,.,-3,0,-1,0.1
Cc1nc2ccccc2nc(C)c1=NOCC(=O)N(c1ccccc1)C(C)C,0,1,-10,-3,-0.3,-3,0,2,2.6
COc1ccc(C2C=CC(=O)CC2)c(OC)c1 (configuration not stated),10,.,-21,.,.,.,-1,-5,0.3
CCC(c1nnnn1Cc1ccc(F)cc1)N1CCN(C2CCCCC2)CC1 (configuration not stated),11,-22,2,-3,2.8,-3,9,4,0.7
COc1ccc(N2C(=O)C3C4C=CC(CC4)C3C2=O)c([N+](=O)[O-])c1 (configuration not stated),17,-11,-9,-7,0.8,-4,2,-3,2.4
O=C(NC(=S)/C(=C1\CCCCCN1)[N+](=O)[O-])c1ccccc1,5,-17,-6,-1,0.5,-4,.,.,0.4
O=C(NC(=S)Nc1ccccc1N1CCCCC1)c1ccco1,14,-34,-1,-8,-1.3,-8,8,-15,1.1
O=C(Cc1c(F)cccc1Cl)Nc1cc(S(=O)(=O)N2CCOCC2)ccc1N1CCOCC1,-14,.,8,.,.,-3,4,-26,0.6
O=C(COc1ccccc1)NCC(=O)N/N=C/c1cccs1,13,-11,-15,0,0.6,-2,5,-11,0.9
COc1nc(Nc2ccc(OC)c(Cl)c2)nc(OC)n1,12,-15,-1,-8,-1.4,-5,5,-15,0.3
Cc1cc(C)c(CNC(=O)c2cc(C3CC3)nc3c2cnn3C(C)C)c(=O)[nH]1,2,-11,-10,-3,-0.8,-2,3,-2,0.1
CCN1CCN(C(=O)c2cc(S(=O)(=O)N3CCCCC3)ccc2Cl)CC1,0,-9,-6,1,1.5,-4,4,-13,0.4
Nc1nc2cc3ccccc3cc2[nH]c1=O,4,5,-8,-8,0.2,-1,2,-7,0.1
O=C(CC1SC2=NCCN2C1=O)Nc1ccc(Cl)cc1 (configuration not stated),-3,-7,6,1,1.2,1,2,-7,0.1
CCCC(=O)Nc1cccc(-c2nc3ccccc3o2)c1,-4,-16,11,-7,2.5,-4,15,-2,7.7
O=S(=O)(Nc1ccc(O)cc1)c1cccc2cccnc12,-2,3,1,-9,1.3,-1,2,-1,0.9
CC(C)(C)CN1CCNC(=O)C1CC(=O)N1CCOc2ccccc2C1 (configuration not stated),1,-8,7,-1,1.4,-9,59*,1,0.2
O=C(Nc1ccc2c(c1)OCO2)c1cc(Cl)ccn1,25,-9,-17,2,-0.4,-8,2,-7,0.3
Cc1ccccc1CN1C(=O)C(C)S/C1=N/N=C/c1ccco1 (configuration not stated),22,-1,-20,-6,-1.4,-3,-1,2,0.5
CCCCC(=O)Nc1ccc(N2CCN(C(=O)c3ccco3)CC2)cc1,-19,-5,8,6,0.9,-3,0,-4,0.5
O=C(Cc1c(F)cccc1Cl)Nc1ccccc1C(=O)N1CCOCC1,0,-6,-5,-5,-0.7,4,3,-20,0.8
CC(c1ccon1)N(C)Cc1cn(Cc2ccccc2)nc1-c1ccc2c(c1)OCO2 (configuration not stated),13,-16,4,0,0.2,-7,14,36,2.7
COc1cccc(N2C(=O)CC(N3CCN(CCN=CC4=C(O)CC(C)(C)CC4=O)CC3)C2=O)c1 (configuration not stated),12,-3,10,0,5.0,-5,1,6,19*
CCN1C(=O)[C@H]2[C@@H](c3ccccc3)N3C(=O)N(c4cccc(F)c4)C(=O)[C@@]3(CC(C)C)[C@H]2C1=O,22,-12,-12,-8,0.6,-3,.,.,0.8
CC(C)(C)C(=O)C[n+]1ccccc1,14,2,-2,-7,-0.1,-8,14,-3,0.7
O=C(NCCc1ccccc1)c1cccnc1,8,5,-5,-3,0.6,-3,11,-5,0.1
Cn1c(=O)oc2cc(S(=O)(=O)Nc3cccc(F)c3)ccc21,13,7,8,-1,1.7,-6,2,-10,0.2
CCOc1cc(C(=O)Nc2cc(C)ccc2OC)ccc1OCC(=O)N1CCCCC1,14,-14,-2,-5,0.3,-2,1,27,0.1

# 3 of these compounds, set out differently.
# The line under a structure holds: M1 PAM parental	CHO parental Ca	CHO-K1 Ca antag	OXTR potentiate	V1aR counter	M1 ag	TAAR1 ag	TAAR1 antagonist	CHO-K1 Ca ag
O=c1ccc(-c2ccc(S(=O)(=O)Nc3ccccc3)o2)n[nH]1
    12	-2	-13	-5	0.6	-3	1	-18	0.7
O=C(O)c1ccc(NS(=O)(=O)c2cccc3cccnc23)cc1
    17	-1	-8	-4	0.0	0	1	9	-0.3
CCc1ccccc1NC(=O)C1CCCN1C(=O)NCc1ccccc1 (configuration not stated)
    -3	0	-11	-5	-0.2	-2	10	-21	0.8

# Following part:
SMILES,M1 PAM parental,CHO parental Ca,CHO-K1 Ca antag,OXTR potentiate,V1aR counter,M1 ag,TAAR1 ag,TAAR1 antagonist,CHO-K1 Ca ag
COc1cccc(S(=O)(=O)Nc2cccc(C(=O)N3CCOCC3)c2)c1,16,-10,-6,-12,0.8,-7,1,-3,0.6
COc1ccc(N2C(=O)CC(n3cnc4ccccc43)C2=O)cc1 (configuration not stated),18,-2,-4,4,0.0,-5,12,15,-0.2
O=C1OCCC1Sc1nc2ccccc2[nH]1 (configuration not stated),15,-3,-23,-4,0.7,-3,15,-3,0.5
Clc1ccc(-c2cnn3c(-c4ccncc4)ccnc23)cc1,3,6,2,-5,2.1,-4,1,-10,0.5
CCOC(=O)N1CCN(c2c(N3CCN(c4cccc(C(F)(F)F)c4)CC3)c(=O)c2=O)CC1,5,13,4,2,0.2,-6,.,.,-0.1
C[C@@H]1CN([C@@H](C)CO)C(=O)CCCn2cc(nn2)CO[C@H]1CN(C)S(=O)(=O)c1ccc(-c2ccccc2)cc1,21,.,-10,.,.,-5,1,8,0.1
Cc1ccc(S(=O)(=O)N(C)C[C@H]2OCCCC[C@@H](C)Oc3ccc(N(C)C)cc3C(=O)N([C@H](C)CO)C[C@@H]2C)cc1,21,.,-23,.,.,-5,-1,-21,-0.3
Cc1ccccc1OCCC(=O)NNC(=O)c1ccccc1F,-3,-7,-7,-7,0.7,-3,-1,11,-0.1
Cn1c(NC(=O)c2ccccc2NC(=O)C(C)(C)C)nc2ccccc21,12,-5,1,-6,2.8,-4,1,39,1.3
Cc1ccccc1Cn1cc(S(=O)(=O)c2ccc(C(C)C)cc2)c(=O)c2cc3c(cc21)OCO3,-3,-20,-6,-2,0.3,-2,2,6,0.4
O=C(CC1SC(=Nc2ccccc2)N(CCO)C1=O)Nc1ccccc1 (configuration not stated),3,-12,11,-2,1.1,-4,3,6,0.9
COc1ccc(CNc2oc(-c3cccc4ccccc34)nc2C#N)cc1,-10,-8,-14,-2,0.0,-3,13,4,-0.3
Cn1nc(C(=O)Nc2cccc(S(=O)(=O)N3CCOCC3)c2)c2ccccc2c1=O,-9,-14,-23,-8,2.2,-3,9,10,2.1
COc1ccc(C(=O)Nc2nc(CC(=O)NCCc3cccc(OC)c3)cs2)cc1,-11,-13,8,-15,4.3,-2,3,31,5.0
Cc1ccc(C)c(S(=O)(=O)ON2C(=O)c3ccccc3C2=O)c1,13,1,2,-6,0.3,-4,0,6,0.3
